EphA4 KYL inhibition = EphA4 ligand-binding antagonists – biochemical, colorimetric, mouse EphA4, primary screen (AID 689); EphA4-AP binding to KYL peptide, pNPP A405; higher % means a stronger effect; one-dose inhibition, % at 10 µM; IC50 in µM for titrated hits; actives 0.1% (n = 62,000); in the data active means a potency from the dose series; inactive means the rest, 99 in 100 with inhibition below about 22%
* = called active by the depositor; & = joins results of further samples. Some of the compounds tested (hit frequency here may not be typical).

Start of the listing, in advance (five entries):
EphA4 KYL inhibition	Molecule
-7%	COc1ccc(Nc2ncc3c(n2)CC(c2ccc(C)cc2)CC3=O)cc1 (stereo not drawn)
-11%	O=C1OCc2cc(NC(=O)C34CC5CC(CC(C5)C3)C4)ccc21
-10%	CCN(CC)C(=O)Cn1nnc(-c2ccc(C)o2)n1
-6%	c1ccc2c(-c3c[nH]c4ccccc34)c3ccccc3nc2c1
-5%	COc1ccccc1Oc1c(C)oc2c(CN3CCN(C)CC3)c(O)ccc2c1=O

This part in full, from the start:
EphA4 KYL inhibition	Molecule
-7%	COc1ccc(Nc2ncc3c(n2)CC(c2ccc(C)cc2)CC3=O)cc1 (stereo not drawn)
-11%	O=C1OCc2cc(NC(=O)C34CC5CC(CC(C5)C3)C4)ccc21
-10%	CCN(CC)C(=O)Cn1nnc(-c2ccc(C)o2)n1
-6%	c1ccc2c(-c3c[nH]c4ccccc34)c3ccccc3nc2c1
-5%	COc1ccccc1Oc1c(C)oc2c(CN3CCN(C)CC3)c(O)ccc2c1=O
6%	Cc1ccccc1Nc1nc(CSc2nnc(-c3ccoc3C)n2C)cs1
0%	COc1cc2nc(C3CCC3)n(NC(=O)C3CCC(OC)CC3)c(=O)c2cc1OC (stereo not drawn)
-3%	COc1ccc(-c2cc(-c3cccs3)c(C#N)c(SCC(=O)NCc3ccccc3OC)n2)cc1
-1%	COC(=O)c1c(C)oc2cc(Br)c(OCc3ccc(F)cc3)cc12
0%	CCc1nc2oc3ccccc3c(=O)c2c(=O)n1CCOC
-10%	Cc1noc(C)c1COC(=O)Cc1ccc(Cl)cc1
4%	O=C(Oc1nsnc1N1CCOCC1)N(c1ccccc1)c1ccccc1
-2%	N#CCCn1c(Cl)nc2ccccc21
-11%	COc1ccccc1-n1c(CNC(=O)c2ccco2)nnc1SCC(=O)Nc1nccs1
13%	COc1ccc(C(=O)N=c2c(C#N)cc3c(=O)n4cccc(C)c4nc3n2Cc2ccco2)cc1
-11%	O=C(CCCn1c(=S)[nH]c2cc3c(cc2c1=O)OCO3)N1CCN(c2ccccc2)CC1
-12%	Cc1ccc2c(Cl)c(C(=O)NCC3CCCO3)sc2c1 (stereo not drawn)
2%	Cc1oc2cc(OCc3ccc([N+](=O)[O-])cc3)ccc2c(=O)c1-c1nc2ccccc2n1C
-12%	CCC(C)NC(=O)Cn1c(=O)n(-c2ccccc2)c(=O)c2ccc(C(=O)NCc3ccco3)cc21 (stereo not drawn)
-5%	CNS(=O)(=O)c1cccc(C(=O)OCc2cc(Cl)cc3c2OCOC3)c1
-9%	O=C(COC(=O)c1cccnc1)Nc1cccc(Cl)c1
-6%	CC1CCN(c2nc(-c3ccccc3)cc(C(F)(F)F)n2)CC1
12%	CCCCN1CCc2c([nH]c3c(C)cccc23)C1=O
2%	Cc1c(NC(=O)/C=C/c2cccc3ccccc23)c(=O)n(-c2ccccc2)n1C
-9%	C=CCN1C(=O)NC(=O)/C(=C\c2ccccc2OCc2ccc([N+](=O)[O-])cc2)C1=O

In a second layout: five of the compounds above
Molecule,EphA4 KYL inhibition
Cc1oc2cc(OCc3ccc([N+](=O)[O-])cc3)ccc2c(=O)c1-c1nc2ccccc2n1C,2%
CC1CCN(c2nc(-c3ccccc3)cc(C(F)(F)F)n2)CC1,-6%
O=C(Oc1nsnc1N1CCOCC1)N(c1ccccc1)c1ccccc1,4%
CNS(=O)(=O)c1cccc(C(=O)OCc2cc(Cl)cc3c2OCOC3)c1,-5%
C=CCN1C(=O)NC(=O)/C(=C\c2ccccc2OCc2ccc([N+](=O)[O-])cc2)C1=O,-9%

Looked up by structure from the entries so far, 2 records:
EphA4 KYL inhibition	Molecule
2%	Cc1c(NC(=O)/C=C/c2cccc3ccccc23)c(=O)n(-c2ccccc2)n1C
-11%	COc1ccccc1-n1c(CNC(=O)c2ccco2)nnc1SCC(=O)Nc1nccs1

Next records:
EphA4 KYL inhibition	Molecule
0%	CCN1CCCC1Cn1cnc2c([nH]c3cccc(Cl)c32)c1=O (stereo not drawn)
-12%	CN(C)C(=O)N1CCC(C(=O)NCc2ccc3c(c2)OCO3)CC1
-2%	CCOC(=O)C1=C(C)N(CCOC)C(=O)/C1=C\c1sccc1C
20%	CC(C)CCOc1cccc(C(=O)Nc2ccc(Cl)c(NC(=O)c3ccccc3)c2)c1
-3%	CCc1ccccc1NC(=O)c1ccc(-n2c(C)ccc2C)cc1
3%	COc1cccc(/C(O)=C2\C(=O)C(=O)N(c3ccccn3)C2c2cccc(OC)c2OC)c1 (stereo not drawn)
-9%	COc1ccc(N(CC(=O)Nc2cccc(Br)c2)S(=O)(=O)c2ccccc2)cc1Cl
-8%	C=CCOc1ccc(CNc2nn[nH]n2)cc1
6%	O=[N+]([O-])c1ccc(S(=O)(=O)N2CCSC2c2ccc3c4c(cccc24)CC3)cc1 (stereo not drawn)
-12%	CCOc1c(Cl)cc(C(=O)Nc2ccccc2-c2ccccc2)cc1Cl
-1%	Cc1nn(C)cc1CNC(=O)CCC(=O)O
3%	O=C(CC1(O)C(=O)N(Cc2ccccc2)c2ccccc21)c1ccc2c(c1)OCO2 (stereo not drawn)
-11%	CCOC(=O)C(Cc1ccccc1)NC(=O)Cn1nnc(-c2ccc(SC)cc2)n1 (stereo not drawn)
-3%	COC(=O)C1CCC(C)(C(=O)Nc2ccccc2)C1(C)C (stereo not drawn)
20%	CCCOc1ccc2oc(=O)c3c(c2c1)CCCN3C(=O)CN1CCc2ccccc2C1
11%	COc1ccc2nc(N3CCCC3)c(C#N)cc2c1
3%	CC(=O)N(C(C)=O)c1ccc(-c2ccco2)cc1
-8%	Cc1oc2cc3c(C(=O)N4CCCCC4)c(C)oc3cc2c1C(=O)N1CCCCC1
-9%	CCN(CC)C(=O)CN1CCN(c2ccccc2F)CC1
-1%	COC(=O)C1=C(C)NC(C)=C(C(=O)OC)C1c1cn(-c2ccccc2)nc1-c1ccc(S(=O)(=O)N2CCOCC2)cc1
-11%	CN(C)CCNc1c2c(c(C#N)c3nc4ccccc4n13)CCCC2
-2%	CCc1ccc2oc(=O)cc(CN3CCN(CCO)CC3)c2c1
-27%	C=CCN(CC=C)C(=S)NC(=O)c1ccc(OC)c(Br)c1
-10%	CC1=C(C(=O)OCc2ccccc2)C(c2ccc(N3CCOCC3)cc2)NC(=O)N1 (stereo not drawn)
0%	COc1ccc(-c2nc(-c3cccc(C(F)(F)F)c3)no2)cc1OC
-15%	CCOC(=O)C1CCN(c2c(N3CCN(Cc4ccccc4)CC3)c(=O)c2=O)CC1
0%	CC(=O)Nc1ccn(-c2ccccc2)n1
-4%	CCOc1ccc(NC(=S)N(Cc2ccc(N(C)C)cc2)Cc2ccco2)cc1
-8%	CCN(CC)CCn1c(=S)[nH]c2ccccc2c1=O
-1%	COc1ccccc1N1CCN(C(=O)CSc2nnc3n2C(C)(C)Cc2ccccc2-3)CC1
-5%	C=CCNC(=O)c1ccc(-c2cccc([N+](=O)[O-])c2)o1
8%	COc1cnc(SCc2ccc(Cl)cc2Cl)nc1Cl
6%	Cc1ccccc1NC(=O)CSCc1ccccc1
-5%	CCOc1c2c(nc3ccc(Cl)cc13)CCC2
-8%	Cc1ccc(S(=O)(=O)N2CCC(C(=O)O)CC2)cc1
-13%	Nc1nonc1/C(=N/O)N1CCCC1
12%	Cc1cc(OCC(=O)Nc2ccc(I)cc2Cl)ccc1Cl
-1%	O=C(Nc1cc(-c2nc3ccccc3s2)ccc1Cl)c1cc(I)ccc1Cl
-3%	CCOC(=O)CNC(=O)C1CCCN(c2ncccn2)C1 (stereo not drawn)
-4%	N#Cc1nc(-c2ccc(Cl)cc2)oc1N1CCCCC1
16%	CC1CCc2c(C(=O)NCC3CCCO3)csc2C1 (stereo not drawn)
7%	CNC(=O)c1sccc1SCc1c(Cl)cccc1Cl
-18%	NC(=NC(=O)c1ccccc1)N1CCOCC1
1%	CCCCCn1c(N)c(C#N)c2nc3ccccc3nc21
6%	CC(C(=O)NCc1ccc2c(c1)OCO2)N1c2cccc3cccc(c23)S1(=O)=O (stereo not drawn)
-4%	NS(=O)(=O)c1ccc(CNC(=O)C23CC4CC(CC(C4)C2)C3)cc1
-2%	Oc1cccc(Nc2nc(-c3ccc(Br)cc3)cs2)c1
-1%	CN1CCN(c2ccccc2NC(=O)Cc2ccc(Cl)cc2)CC1
-3%	Cc1cc(C)nc(NC(=O)c2cccc(Cl)c2)n1
-2%	CCN1C(=O)/C(=c2/s/c(=C3\C=Cc4ccccc4N3CC)c(=O)n2CC)SC1=S

(next part)
EphA4 KYL inhibition	Molecule
-7%	CCCCn1c(=S)[nH]c2ncccc2c1=O
-20%	COc1cc2c3nnc(-c4ccc(F)cc4)c-3cn(Cc3ccc(F)cc3)c2cc1OC
-4%	CC(C)CNC(=O)c1cc(-c2ccc(Br)cc2)on1
-6%	COc1ccc(NC(=O)NC2CCN(C(C)C)CC2)c(OC)c1
-16%	Oc1ccc(N2CCN(C(=S)NCCc3ccccc3)CC2)cc1
-1%	O=C(c1ccco1)c1coc2ccc(Cl)cc2c1=O
12%	O=C(CSc1nnc(-c2ccc(Br)cc2)o1)NCc1ccccc1
-9%	CNC(=O)C1CC(=O)N(c2ccc(C)cc2)C1 (stereo not drawn)
-16%	COc1ccccc1NC(=O)C1C2CCCCC21 (stereo not drawn)
-1%	CCOc1ccccc1NC1c2ccccc2C(=O)N1c1cccnc1 (stereo not drawn)
-23%	CCOC(=O)N1CCC(NC(=O)CN2C(=O)CSc3nc(C)cc(C)c32)CC1
-14%	COCCn1c(SCC(=O)N(C(C)C)C(C)C)nnc1-c1cc2ccccc2cc1O
-10%	Cc1ccc(OCC(=O)N/N=C/c2cccn2C)cc1
-2%	COc1cc(S(=O)(=O)NCC2CCCO2)ccc1Br (stereo not drawn)
-8%	CCOc1ccc(OCC)c(NC(=O)CN(C)S(=O)(=O)c2cnc[nH]2)c1
10%	COc1cccc(N(C(=O)Cn2nnc(-c3cccs3)n2)C(C(=O)NC(C)C)c2ccc(C)o2)c1 (stereo not drawn)
3%	CCCc1cc(=O)oc2cc(OCC(=O)C(C)(C)C)ccc12
-12%	CCCCSc1nnc(-c2c[nH]c3ccccc23)n1C
-8%	COC(=O)C1=C(C)NC(=S)N(C(C)=O)C1c1ccc(Cl)cc1 (stereo not drawn)
-2%	Cc1ccc(Sc2c([N+](=O)[O-])ncn2C)cc1
28%	c1ccc2[nH]c(-c3ccnc4ccccc34)nc2c1
17%	COc1ccc(OC)c(N(CC(=O)Nc2ccc(Oc3ccccc3)cc2)S(C)(=O)=O)c1
-2%	O=C(c1ccccc1)N(Cc1ccccc1)c1ccccn1
-16%	CC(C)(C)c1nn(-c2ccccc2)c2nc(Cl)c(C=O)cc12
21%	CCOc1nc(-c2ccccc2)ccc1-c1noc(COc2ccccc2)n1

An excerpt from above in order of formula weight, low to high:
EphA4 KYL inhibition	Molecule
-1%	CCOc1ccccc1NC1c2ccccc2C(=O)N1c1cccnc1 (stereo not drawn)
-8%	CCOc1ccc(OCC)c(NC(=O)CN(C)S(=O)(=O)c2cnc[nH]2)c1
-14%	COCCn1c(SCC(=O)N(C(C)C)C(C)C)nnc1-c1cc2ccccc2cc1O

(list continues)
EphA4 KYL inhibition	Molecule
-12%	C[n+]1c2n(c3ccccc31)N=C(c1ccccc1)CS2
-4%	Cc1cccc(-c2nc(CS(=O)CC(=O)NCc3cccs3)c(C)o2)c1 (stereo not drawn)
-26%	CCOC(=O)CCc1c(C)c2ccc(OCc3nn[nH]n3)cc2oc1=O
-8%	CCOc1ccc2ccccc2c1CNCCN1CCOCC1
6%	Nc1nc2c(s1)CCc1c-2cnn1-c1ccccc1
-1%	CCOc1ccc(NC(=O)COC(=O)CCCc2c[nH]c3ccccc23)cc1
4%	COc1cccc(CN2CCN(S(C)(=O)=O)CC2)c1
-3%	Cc1ccc(Cl)cc1Nc1nc(-c2sc(NC(=O)c3cccc(Cl)c3)nc2C)cs1
-6%	Cc1onc(-c2ccccc2Cl)c1C(=O)N1CCN=C1SCc1cccnc1
-21%	COc1ccc(-c2ocnc2C(=O)Nc2ccccc2N2CCCCC2)cc1
0%	O=C(c1ccc(CS(=O)(=O)c2ccccc2)o1)N1CCOCC1
0%	O=C(CCc1nc(-c2ccccc2)no1)Nc1cc(C(F)(F)F)ccc1Cl
6%	COC(=O)C1=C(C)N(c2ccc(C)c(C)c2)/C(=C/c2ccco2)C1=O
-13%	CCN(CC)CCOC(=O)c1ccc2c(c1)OCCO2
-18%	CCN(CC)P(=O)(C(NC(=O)OC)C(F)(F)C(F)(F)C(F)(F)C(F)F)N(CC)CC (stereo not drawn)
11%	Cc1ccccc1-c1cc(C(=O)Nc2nc3c(s2)CCCC3)c2ccccc2n1
-12%	COc1ccc(N2C(=O)NC3CC2(C)Oc2ccccc23)cc1OC (stereo not drawn)
-5%	C=COCCn1c(=N)n(CCC)c2ccccc21
-5%	COC(=O)c1ccc2c(c1O)C(=O)c1ccccc1C2=O
3%	CCOC(=O)c1ccccc1NS(=O)(=O)c1ccc(C)cc1
-6%	O=C(c1cccc(F)c1)N1CCN=C1SCc1cccnc1
-15%	COCCOC(=O)c1c(C)oc2ccc(OCC(=O)c3ccccc3)cc12
-5%&4%	CCC(C)(c1ccc(C=O)s1)c1ccc(C=O)s1
0%	COc1ccc(C(C)=O)c2c(O)cccc12
4%	CCOC(=O)c1cnc(SC)nc1Oc1cccc(NC(=O)c2cccc(Cl)c2Cl)c1
-20%	O=C(NCc1ccco1)c1cc(-c2ccc(Cl)cc2)on1
-5%	CCOC(=O)c1ccc(-c2ccc(/C=C(\C#N)C(=O)NCC3CCCO3)o2)cc1 (stereo not drawn)
-4%	Cc1ccc(CN2C(=O)CCC2C(=O)NCc2ccc(F)cc2)cc1 (stereo not drawn)
-2%	CCSc1nc2ccccc2n1S(=O)(=O)c1ccccc1
-6%	O=C(CC12CC3CC(CC(C3)C1)C2)Nc1ccc2c(c1)COC2=O
-14%	COC(=O)c1cccc(Cn2c(Cl)c(/C=N/NC(=O)c3ccccc3Cl)sc2=O)c1
